# TrxR1 substrate – is turned over as a substrate by rat TrxR1. Potency, µM (top dose mostly 114 µM), inactives show at the highest dose activity change, negative = substrate turnover. O89049. purified TrxR1 substrate turnover, NADPH consumption readout. AID 588456. 0.01% of 390,000 active; also: potency is read from the fitted curve at half-maximal effect; % is scaled to controls: 0 for no effect and ±100 for the full control effect; nearly all actives have a fitted effect of over 50% in size
# Target sequence (O89049 whole entry, looked up): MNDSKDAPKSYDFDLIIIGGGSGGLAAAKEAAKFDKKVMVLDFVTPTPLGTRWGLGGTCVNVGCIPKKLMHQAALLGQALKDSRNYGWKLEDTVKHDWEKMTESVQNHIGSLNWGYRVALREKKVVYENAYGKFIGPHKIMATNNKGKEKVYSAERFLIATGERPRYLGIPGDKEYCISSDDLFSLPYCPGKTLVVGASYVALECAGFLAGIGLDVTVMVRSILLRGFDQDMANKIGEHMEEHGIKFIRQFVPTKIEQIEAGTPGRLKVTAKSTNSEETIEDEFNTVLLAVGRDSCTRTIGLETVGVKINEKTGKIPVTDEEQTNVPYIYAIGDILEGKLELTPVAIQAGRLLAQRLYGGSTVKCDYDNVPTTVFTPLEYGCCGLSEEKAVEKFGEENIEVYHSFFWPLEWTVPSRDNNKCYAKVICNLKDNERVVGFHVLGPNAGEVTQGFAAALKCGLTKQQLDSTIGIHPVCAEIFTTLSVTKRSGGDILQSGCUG
#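 Rat TrxR1, dispensed at 90 nM, was prereduced with 400 uM NADPH (final) for 5 min at ~22 deg C, then incubated with compound 15 min before 400 uM selenite. A first-read NADPH fluorescence drop versus no-compound background flagged substrates.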
# LDHA inh – blocks human lactate dehydrogenase A; AID 1347041; P00338; activity change, % (values are at about 110 or 230 µM); purified LDHA, NADH/diaphorase-resazurin fluorescence; stronger effect = lower value; 0.15% of 480,000 active; in the data active = activity change below about -30%; inconclusive = mostly about -25% to -30%;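 also: plate controls were DMSO wells for no effect and wells without enzyme for full effect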
#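 Human LDH5 at 2 nM final in Tris HCl pH 7.4 with 0.06 mM NADH and 0.2 mM pyruvate, reacted 5 minutes at room temperature. Remaining NADH coupled via diaphorase/resazurin; resorufin fluorescence read at 0 and 20 minutes, normalized to enzyme-free and DMSO wells.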
# Vif-APOBEC3G blk – blocks the Vif interaction with human APOBEC3G | 0.076% of 410,000 active | HeLa A3G-eYFP + Vif (tagged APOBEC3G with the HIV-1 protein that degrades it), YFP fluorescence, overnight | AID 602310 | Q9HC16 | Potency, µM (titrated, usually from 46.1 µM), without a hit: at the top dose activity, negative = active, usual class: inhibitors;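 also: potency is read from the fitted curve at half-maximal effect; % is scaled to controls: 0 for no effect and ±100 for the full control effect; nearly all actives have a fitted effect of over 60% in size; hits raise eYFP signal because A3G escapes Vif-driven loss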
# Target sequence (Q9HC16 whole entry, looked up): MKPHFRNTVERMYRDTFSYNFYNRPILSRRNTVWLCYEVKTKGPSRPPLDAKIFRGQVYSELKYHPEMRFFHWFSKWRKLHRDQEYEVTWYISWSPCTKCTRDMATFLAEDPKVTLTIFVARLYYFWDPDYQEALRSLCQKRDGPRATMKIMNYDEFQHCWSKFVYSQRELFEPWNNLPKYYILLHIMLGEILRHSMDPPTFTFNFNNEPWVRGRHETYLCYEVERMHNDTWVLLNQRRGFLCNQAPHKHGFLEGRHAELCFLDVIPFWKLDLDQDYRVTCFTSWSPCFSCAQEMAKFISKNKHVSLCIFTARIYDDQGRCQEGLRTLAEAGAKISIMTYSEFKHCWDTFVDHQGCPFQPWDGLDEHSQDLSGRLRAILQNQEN
#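 Read-out is eYFP fluorescence (Ex 488/Em 500-530) from Vif-expressing HeLa A3G-eYFP cells; more signal means A3G escaped Vif-mediated degradation. Cells plated overnight, compound pinned in, incubated overnight at 37 deg C.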
# rTrxR1 inhibitor – blocks rat thioredoxin reductase 1. recombinant rTrxR1, NADPH fluorescence consumption, selenite substrate. Potency, µM (series often up to 114 µM), for inactives: top-dose activity change, negative = inhibition, usual class: inhibitors. 1% of 390,000 active. AID 588453. O89049; also: potency is read from the fitted curve at half-maximal effect; % is scaled to controls: 0 for no effect and ±100 for the full control effect; nearly all actives have a fitted effect of over 65% in size
#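 Rat TrxR1 (90 nM in the dispensed reagent) was pre-reduced with 400 uM NADPH for 5 min at room temperature, then incubated with compound for 15 min. After 400 uM selenite was added, NADPH fluorescence (Ex 340/Em 450 nm) was followed for 8 min.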
# RGS4 inhibitor – human RGS4 inhibition; P49798; Transcreener GDP fluorescence polarization, RGS4-accelerated GTP hydrolysis; Potency, µM (top dose mostly 114 µM), inactives show top-dose activity change, negative = inhibition, most hits filed as inhibitors; 0.039% of 390,000 active; AID 504845; also: potency is read from the fitted curve at half-maximal effect; % is scaled to controls: 0 for no effect and ±100 for the full control effect; nearly all actives have a fitted effect of over 75% in size; some results filed as inactive show a strong effect at the top dose
# Target sequence (P49798 whole entry, looked up): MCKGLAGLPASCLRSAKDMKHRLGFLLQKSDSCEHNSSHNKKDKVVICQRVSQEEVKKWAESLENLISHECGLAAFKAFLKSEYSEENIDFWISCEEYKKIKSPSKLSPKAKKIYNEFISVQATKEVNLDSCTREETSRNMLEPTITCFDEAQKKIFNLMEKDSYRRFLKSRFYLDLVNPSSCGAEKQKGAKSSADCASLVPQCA
#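 MLSMR compounds (23 nl, pin-transferred) preincubated 10 min at room temperature with a 500nM (2x) first reagent, then RGS4 at 900nM (2x) plus Transcreener GDP mix added; fluorescence polarization (620/688 nm) read before and after 90 min at 30 °C.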
# Vif-APOBEC3F blk – Vif-A3F binding inhibition. HeLa A3F-eYFP + Vif (tagged APOBEC3F with the HIV-1 protein that degrades it), YFP fluorescence increase. Potency, µM (doses to about 46.1 µM), without a hit: at the highest dose activity, negative = active. 0.2% of 390,000 active; also: potency is read from the fitted curve at half-maximal effect; % of control where 0% means no effect; nearly all actives have a fitted effect of over 65% in size
#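 Fluorescence increase (Ex 488/Em 500-530) after overnight compound treatment at 37 deg C flags inhibition of Vif-driven A3F-eYFP loss in stable HeLa A3F-eYFP/Vif cells seeded overnight beforehand.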
# mIDH1 inhibitor – inhibitors of human mutant IDH1 R132H; AID 602179; 0.093% of 390,000 active; Potency, µM (highest dose often 76.6 µM), inactives show top-dose activity change, negative = inhibition, most hits filed as inhibitors; O75874; IDH1-R132H enzyme, NADPH consumption, diaphorase/resazurin fluorescence; also: potency is read from the fitted curve at half-maximal effect; % is scaled to controls: 0 for no effect and ±100 for the full control effect; nearly all actives have a fitted effect of over 65% in size
#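 IDH1-R132H (0.5 ug/mL) preincubated 30 min with compound, then NADPH (0.016 mM) and alpha-KG (2 mM) added; 80 min at RT, pH 7.5. Remaining NADPH coupled via diaphorase/resazurin to fluorescence (540/590 nm); concentration-response curves normalized to no-enzyme control.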
# GRP78 ERSR act – ER stress response induction in glioma; 0.02% of 420,000 active; Potency, µM, without a hit: top-dose activation, actives largely listed as activators; U87-MG GRP78 promoter luciferase reporter, 16 h; also: potency is read from the fitted curve at half-maximal effect; series mostly up to about 76 µM; % of control where 0% means no effect; nearly all actives have a fitted effect of over 35% in size
#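 Stably transfected U87-MG glioma cells carrying a GRP78-based luciferase sensor; 16 h compound incubation. Luminescence end-point read 10 min after Bright-Glo addition at room temperature.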
# USP1-UAF1 inh – inhibitors of human USP1/UAF1 deubiquitinase. O94782. recombinant USP1/UAF1, Ub-Rhodamine cleavage fluorescence. Potency, µM (top dose mostly 57.1 µM), inactives show top-dose activity change, negative = inhibition, actives largely listed as inhibitors. 0.23% of 390,000 active; also: potency is read from the fitted curve at half-maximal effect; % is scaled to controls: 0 for no effect and ±100 for the full control effect; nearly all actives have a fitted effect of over 60% in size; inactives centre near -12
#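 1 nM enzyme complex + cpd, 15 min RT; start with Ub-Rho 150nM final; kinetic fluorescence ex 480/em 540, 6 reads q60 s. Buffer 50mM HEPES pH 7.8, 0.5mM EDTA, 0.1 mg/ml BSA, 1mM TCEP, 0.01% Tween-20.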
# An asterisk follows results filed as active; ? = inconclusive; / = no result given; & = joins results of further samples; [ ] = remark or other dose. Unless noted, calls follow the shape of the dose curve; as a rule, active = well fitted curve in the direction sought with a large enough effect; inconclusive = small, poorly fitted or top-dose-only effect, or another doubt; inactive = no such curve, though single readings can be large; an effect the other way counts as inactive or inconclusive. This is a subset (hit frequency here may not be typical).
SMILES,TrxR1 substrate,LDHA inh,Vif-APOBEC3G blk,rTrxR1 inhibitor,RGS4 inhibitor,Vif-APOBEC3F blk,mIDH1 inhibitor,GRP78 ERSR act,USP1-UAF1 inh
CCS(=O)(=O)c1ncc(N(Cc2ccco2)Cc2ccccc2F)c(C(=O)Nc2cccc(Cl)c2)n1,3%,-2,0%,24%,6%,1%,-17%,-2%,-17%
O=C(OCC(=O)c1ccc[nH]1)c1ccc(C(F)(F)F)cc1,11%[57.1 µM],-4,2%,20%,23%,-1%,7%,-2%,-17%
COc1cc(OC)c(C2N(c3ccc(Cl)c(Cl)c3)C(=O)C3CCCN32)cc1OC (stereo not drawn),4%[57.1 µM],-3,-1%,-2%[57.1 µM],-21%,4%,-7%,-2%,-20%
CNC(=O)NC(=S)NC(=O)c1ccc(OC)cc1,7%[57.1 µM],-1,1%,-12%,11%,-1%,3%,0%,-9%
Cc1cccc(NC(c2ccc(C)s2)c2ccc3ccc(C)nc3c2O)n1 (stereo not drawn),-5%,1,0%,71µM*,-42%,-5%,0%,-5%,-6%
CCOCCCN(C(=O)c1ccco1)C(C(=O)NC1CCCC1)c1ccc(OC)cc1 (stereo not drawn),9%[57.1 µM],-4,-1%,21%[57.1 µM],18%,-1%,5%,-3%,-20%
CC(C)c1ccc(NC(=O)CSC2=Nc3ccccc3C3=NC(CCC(=O)NC4CCCCC4)C(=O)N23)cc1 (stereo not drawn),7%[57.1 µM],-2,1%,15%[57.1 µM],14%,-3%,-9%,-4%,-10%
CSc1ccc(S(=O)(=O)NCC(=O)OCC(=O)N(C)Cc2ccccc2)cc1[N+](=O)[O-],2%,-3,1%,6%,0%,5%,3%,-1%,-12%
Cc1ccc(S(=O)(=O)N2CC3(O)CN(C(=O)OC(C)C)N(C(=O)OC(C)C)CC3(OC(=O)NCc3ccccc3)C2)cc1 (stereo not drawn),/,4,0%,/,/,3%,-2%,4%,-27%
Cc1ccc(C(C)C)c(OCc2nn(CC(=O)c3ccc(Cl)cc3)c3[n+]2CCCCC3)c1,6%[57.1 µM],-3,0%,6%[57.1 µM],1%,4%,0%,-17%,?
O=C(Nc1ccc2c(c1)OCCO2)c1cc2ccccc2o1,4%[57.1 µM],-5,-1%,15%[57.1 µM],-15%,-4%,31%[activator],-6%,?
C#CCOCCOCCOCCNc1nc(N2CCN(C(=O)C([C@@H](C)CC)n3cc(C(N)Cc4ccc(O)cc4)nn3)CC2)nc(N2CCN(C(=O)[C@H](CCC(=O)O)n3cc(C(N)[C@H](C)CC)nn3)CC2)n1 (stereo partly drawn),3%[57.1 µM],-4,-1%,-27%[57.1 µM],-11%,6%,29%,-1%,-13%
COc1ccc(-c2nn(-c3ccccc3)cc2C(=O)N2CCN(S(=O)(=O)c3cccc(F)c3)CC2)cc1,0%[57.1 µM],-7,-1%,3%[57.1 µM],6%,2%,-4%,-2%,-21%
O=C(NNc1cccc(Cl)c1)c1cccnc1Cl,3%,0,-14%,7%,-5%,-5%,2%,-5%,-7%
Oc1ccc2ccccc2c1C=Nc1ccc(Cl)cn1,10%[57.1 µM],28,-6%,11%[57.1 µM],-27%,-10%,29%,-8%,-14%
COCC(=O)N(C)C[C@H]1Oc2cc(Br)ccc2S(=O)(=O)N([C@H](C)CO)C[C@H]1C,/,-2,-6%,/,/,0%,7%,-2%,?
C/C=C/C(=O)Nc1cccc(C2=NOC3(C2)C[C@@H](C(N)=O)N(C(=O)/C(C)=C/C)C3)c1 (stereo partly drawn),8%,0,0%,11%,0%,2%,4%,-3%,-25%
CCOC(=O)c1ccccc1NC(=O)Nc1ccc(OC)c(OC)c1,10%,5,-6%,23%,-30%,-20%,9%,-3%,-17%
CCCC(=O)Nc1nc2c(OC)ccc(OC)c2s1,8%[57.1 µM],-3,-8%,0%[57.1 µM],-13%,-4%,7%,-6%,-18%
CC(NC(=O)CSc1ncn[nH]1)c1ccc(Cl)cc1Cl (stereo not drawn),14%,-2,-10%,40%[activator],-2%,1%,21%,-3%,-11%
O=C(Nc1cccc(NC(=O)c2cccs2)c1)c1ccc(Br)o1,-9%,-6,-8%,-8%[57.1 µM],7%,16%,0%,0%,-6%
COc1ccc(CNC(=O)[C@@H]2CCCN2C(=O)[C@@H]2Cc3ccccc3CN2C(=O)OC(C)(C)C)cc1,3%,-2,0%,13%,-3%,-10%,6%,-2%,-21%
COc1ccc(OCCSc2nc3ccccc3c(=O)[nH]2)cc1,10%[57.1 µM],-9,3%,15%[57.1 µM],13%,-1%,-4%,3%,1%
CCn1c(CN2CCCCCC2=O)nnc1SCc1cnc(-c2ccccc2)s1,18%[57.1 µM],0,-1%,4%[57.1 µM],-34%,-1%,-3%,-3%,-4%
CC(C)C(NC(=O)C(NC(=O)C1O[C@@H]2OC(C)(C)O[C@@H]2[C@H]2OC(C)(C)O[C@@H]12)C(C)C)C(=O)O (stereo partly drawn),-4%,11&-1,-8%,3%,24%,-7%,-3%,-3%,-4%
COc1ccc(Cl)cc1NC(=O)c1nnn(CC(=O)Nc2cc(C)cc(C)c2)c1N,6%,-5,3%,12%,-15%,5%,7%,-3%,-16%
Cc1ccc2cc(/C=N/NC(=O)CN3CCCCC3)c(Cl)nc2c1,-3%[57.1 µM],-7,-4%,2%[57.1 µM],?,2%,2%,4%,-1%
CCOC(=O)C1CCCN(CCC(=O)Nc2cccc(Cl)c2C)C1 (stereo not drawn),8%,1,1%,32%[activator],19%,1%,-5%,-4%,-7%
CN(C)C(=S)NC(=O)C12CC3CC(C)(CC(C)(C3)C1)C2,1%,-4,-1%,11%,-15%,-14%,-3%,-2%,-15%
O=C(Nc1ncn[nH]1)c1cc(S(=O)(=O)Nc2ccc(Cl)cc2)ccc1Cl,-7%,-11,-11%,4%[57.1 µM],-9%,-6%,2%,-2%,1%
CCCCCc1ccc(-c2ccc(C(=O)O)cc2)nc1,-6%,-2,1%,-8%,23%,6%,-5%,-13%,-10%
Cc1ccccc1N1CN(Cc2ccco2)CNC1=S,10%[57.1 µM],-5,3%,7%[57.1 µM],-6%,7%,12%,-5%,-2%
COc1cc2c(cc1OC)CN(c1ccc3ccccc3n1)CC2,18%,-7,0%,17%,-19%,6%,-10%,5%,?
O=C(NCc1ccccc1Cl)c1c2c(nc3ccccc13)C(=O)N(C1CCCCC1)C2,1%[57.1 µM],-11,0%,24%[57.1 µM],-1%,-3%,0%,-2%,-12%
CN1C(=O)N(C)C2(c3ccccc3)NNC(N)=NC12c1ccccc1 (stereo not drawn),1%,-9,1%,20%,9%,9%,0%,-1%,-18%
COc1ccc(-c2nn(-c3ccccc3)cc2C(=O)Nc2nccs2)cc1,0%[57.1 µM],-2,-19%,-10%[57.1 µM],-33%,-9%,1%,-4%,-14%
CC1=C(C(=O)Nc2ccccc2)C(c2cccnc2)n2nc(SCc3ccccc3Cl)nc2N1 (stereo not drawn),-1%[2.29 µM],-1,-3%,9%,-8%,-10%,-8%,-2%,-24%
CCN(CC(=O)NCc1ccc(Cl)cc1)CC(=O)NC1(C#N)CCCC1,2%,-11,2%,13%,17%,15%,-3%,-6%,?
COc1ccccc1NC(=O)N1CCN(c2ccccc2F)CC1,14%[57.1 µM],-7,0%,29%[57.1 µM],42%,-5%,-1%,-3%,-17%
COCc1ccc(C(=O)N2CCCC(C(=O)c3ccc(Cl)cc3C)C2)o1 (stereo not drawn),6%[57.1 µM],1,2%,-18%[57.1 µM],-39%[56.9 µM],4%,-3%,-2%,1%
COc1ccc(-n2nc(C(=O)N3CCCCC3)c(C)c(C#N)c2=O)cc1,-5%,-1,2%,3%,-18%,0%,3%,-1%,-19%
COc1ccc2c(c1)OC[C@H]1[C@H]2N2C(=O)CN(Cc3ccc(C)cc3)C(=O)[C@@]2(C)[C@H]1c1ccccc1,7%,0,0%,19%[57.1 µM],8%,-7%,5%,-4%,-29%
CN(C)S(=O)(=O)N1CCC(Oc2cccc(C(=O)NC3CCCCCC3)c2)CC1,-11%,-7,0%,-3%,23%,-10%,2%,-4%,-4%
O=C(CCCN1C(=O)/C(=C/c2cccs2)SC1=S)NNC(=O)c1cccnc1,-4%,-6,0%,17%,-2%,1%,5%,-7%,-1%
COc1ccc(CNCc2c(C(=O)O)c(C)n(Cc3ccccc3C)c2C)cc1OC,-2%,7&-1,-1%,-15%,-9%,-6%,25%,-3%,-6%
O=C(NCCc1ccccc1)c1ccc(CS(=O)(=O)Cc2ccc(F)cc2)o1,4%,1,3%,2%,3%,1%,-8%,-1%,-24%
NN=C1C(=O)c2cccc3cccc1c23,-8%[2.29 µM],8,2%,-7%[2.29 µM],6%,0%,10%,-5%,-13%
COc1cc(C)c(CNc2cccc(C)c2)cc1C,5%,-15,1%,11%,36%,-2%,8%,-1%,-7%
O=C(CNCc1ccccn1)Nc1ccc([N+](=O)[O-])cc1C(=O)Nc1ccccc1F,-3%[57.1 µM],-1,-6%,3%[57.1 µM],-14%,12%,-9%,0%,-8%

# Compound activity deposited in PubChem by National Center for Advancing Translational Sciences (NCATS).
